D3 antag: D3 dopamine receptor (human) antagonism; P35462; D3R cells, DiscoveRx beta-arrestin luminescence, antagonist mode; stronger effect = lower value; max response, negative = inhibition, %; 360,000 compounds, 2.5% hits; AID 652054; in the data active = max response below about -50%; inconclusive = no clear call, values can overlap the other calls; also: % is scaled to controls: 0 for no effect and ±100 for the full control effect; mostly tested at two doses, the higher about 12 µM
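Cells expressing the human receptor were seeded at 1500 cells/well, incubated overnight at 37 degrees C in 5% CO2, then exposed to library compounds with dopamine controls for 90 minutes at 37 degrees C before luminescent detection.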
GLP-1R inv ag: acts as inverse agonist at human GLP-1 receptor | HEK293 GLP-1R CRE-luciferase, luminescence, 24 h; GLP-1R form is constitutively active | 410,000 compounds, 1.6% hits | Potency, µM (highest dose often 38.3 µM), for inactives: top-dose activity change, negative = inhibition, usual class: inhibitors | P43220; also: potency is read from the fitted curve at half-maximal effect; % is scaled to controls: 0 for no effect and ±100 for the full control effect; nearly all actives have a fitted effect of over 55% in size
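Stable HEK293 clone (constitutively active GLP-1R + cAMP-response luciferase); 200 cells/uL plated, 12 h pre-culture, compound 24 hr, 37 deg C/5% CO2; detection reagent 12 min RT; luminescence.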
PTHR1 agonist: PTHR1 (human) receptor agonism | Potency, µM (highest dose often 115 µM), for inactives: at the highest dose activation, actives largely listed as activators | Q03431 | HEK293 GP2 PTHR1 cells, GloSensor cAMP luminescence, 1 h | 410,000 compounds, 0.075% hits; also: potency is read from the fitted curve at half-maximal effect; nearly all actives have a fitted effect of over 55% in size; some results filed as inactive show a strong effect at the top dose; inactives centre near -15; many of its hits are not listed in these tables
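HEK-293-derived GP2 cells expressing PTHR1 and a GloSensor cAMP reporter, 3,000/well, plated overnight, given luciferin plus IBMX (each 0.5 mM as added) for 1 h at 37 °C, then compound for 1 h at 37 °C. Luminescence was read after 15 min at room temperature.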
GLP-1R agonist: agonists of human GLP-1 receptor; AID 624172; Potency, µM (highest dose often 45.6 µM), for inactives: at the highest dose activation, usual class: activators; HEK293 GLP-1R CRE-luciferase, luminescence, 4-6 h; cells express a hypersensitive GLP-1R form; 380,000 compounds, 0.007% hits; P43220; also: potency is read from the fitted curve at half-maximal effect; % of control where 0% means no effect
FUS suppressor: rescues growth of FUS-expressing yeast. S. cerevisiae FUS-expressing, growth rescue, OD600, 24 h. AID 1347120. 390,000 compounds, 0.24% hits. Potency, µM (titrated, usually from 76.6 µM), for the others: top-dose growth rescue (activation), most hits filed as activators;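 also: potency is read from the fitted curve at half-maximal effect; plate controls were DMSO vehicle for no effect and reference control for full effect; nearly all actives have a fitted effect of over 55% in size; some results filed as inactive show a strong effect at the top dose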
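Steps: raffinose overnight preculture; dilution to OD 0.005 in 2% galactose minimal medium; compound addition (concentration series); 24hr at 30C, 99% humidity; absorbance read at 600 nm.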
aSyn yeast inh: inhibitors of alpha-synuclein toxicity in yeast. Yeast expressing alpha-synuclein, growth rescue, BacTiter-Glo, 24 h. Potency, µM (top dose mostly 46.1 µM), inactives show top-dose growth rescue (activation), actives largely listed as activators. 370,000 compounds, 0.14% hits; also: potency is read from the fitted curve at half-maximal effect; % of control where 0% means no effect; nearly all actives have a fitted effect of over 65% in size
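Rescue of yeast growth: cells expressing toxic alpha-synuclein, induced in galactose at OD600 0.02, incubated with compound 24 h at 30 C. ATP luminescence quantified growth; inhibitors of toxicity appear as activators.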
TDP43 rescue: TDP-43 toxicity inhibition in yeast | TDP-43 expressing yeast growth rescue, BacTiter-Glo, 24 h | Potency, µM (highest dose often 46.1 µM), inactives show at the top dose growth rescue (activation), actives largely listed as activators | 410,000 compounds, 1.8% hits; also: potency is read from the fitted curve at half-maximal effect; % of control where 0% means no effect; nearly all actives have a fitted effect of over 50% in size
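Growth rescue of TDP-43-toxic yeast measured as ATP luminescence (BacTiter-Glo). Cells grown to mid-log in raffinose, induced in galactose at OD600=0.02, exposed to compound 24 hr at 30 deg C.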
Akt phos inh: inhibitors of Akt phosphorylation; Neuro2A IGF-stimulated pAkt S473 HTRF, 20 min; stronger effect = lower value; activity change, % for hits at 50 µM; 360,000 compounds, 0.32% hits; in the data active = activity change below about -80%; inconclusive = mostly about -51% to -80%; also: % is scaled to controls: 0 for no effect and ±100 for the full control effect
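Neuro2A cells (4,500/well, DMEM with 0.5% FBS) were treated with compound at a single 50 µM final concentration, stimulated with 6 nM IGF for 20 min at 37 °C, and lysed. Phospho-Akt Ser473 was read by HTRF as 665/615 ratio ×10^4.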
Abeta yeast res: compounds reversing amyloid beta toxicity in yeast; 410,000 compounds, 0.063% hits; AID 1347071; yeast expressing A-beta42, growth rescue, OD600, 48 h; response scale: 0% DMSO, 100% iron-clioquinol control; Potency, µM (titrated, usually from 46.1 µM), without a hit: at the top dose growth rescue, usual class: activators; also: potency is read from the fitted curve at half-maximal effect; nearly all actives have a fitted effect of over 55% in size
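Yeast growth medium received pinned compounds, then yeast cells expressing toxic A-beta were added; plates incubated at 30 C for 48 hr. Growth read as absorbance at 600 nm, normalized to DMSO and equimolar FeCl3 plus clioquinol controls.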
* marks the source's active call; other numbers are inactive results; i = inactive; ? = inconclusive; / = not tested or not shown; & = joins results of further samples; [ ] = another dose, or the depositor's remark. Unless noted, calls follow the shape of the dose curve; as a rule, active = well fitted curve in the direction sought with a large enough effect; inconclusive = small, poorly fitted or top-dose-only effect, or another doubt; inactive = no such curve, though single readings can be large; an effect the other way counts as inactive or inconclusive.

SMILES	D3 antag	GLP-1R inv ag	PTHR1 agonist	GLP-1R agonist	FUS suppressor	aSyn yeast inh	TDP43 rescue	Akt phos inh	Abeta yeast res
CC(C)COc1ccc(C(=O)NC(Cc2c[nH]c3ccccc23)C(=O)NN)cc1 (stereo unspecified)	10	-19%	-5%	-7%	18%	20%	28%	i	-3%
O=c1c(-c2ccco2)[n+]([O-])c2ccccc2n1OCc1c(F)cccc1F	5	-10%	-14%	9%	12%	-1%	0%	i	-2%
O=C(CN1CCN(c2ccccc2O)CC1)NC(=O)NC1CCCC1	-10	17%	-4%	6%	7%	-12%	-10%	i	-11%
Cc1nnc(SCC(=O)Nc2ccccc2N2CCOCC2)s1	9	3%	-16%[57.5 µM]	-3%	25%	3%	0%	i	-11%
O=C(CSc1ccc2nnc(CCNC(=O)c3ccccc3)n2n1)NCc1ccc(F)cc1	-15	51%[activator]	-15%	4%	20%	-1%	-8%	i	-3%
O=C(CC1Sc2ccccc2NC1=O)NNc1cccc(Cl)c1Cl (stereo unspecified)	4	2µM*	-30%	2%	/	-26%	-3%	i	0%
C[C@H](NC(=O)Cc1cccc2ccccc12)C(=O)NCc1ccccc1	-4	-30%	-22%	-1%	13%	-5%	0%	i	-5%
O=C1C2CCCN2C(c2ccc(F)cc2)N1c1nccs1 (stereo unspecified)	13	0%	i	-7%	27%	4%	9%	i	7%
O=C(Nc1ccc(Cl)cc1)C1C2CCCCC21 (stereo unspecified)	0	-11%	0%	-4%	-13%	4%	17%	i	0%
COc1ccc(C(C)C)cc1S(=O)(=O)N1CC(C)OC(C)C1 (stereo unspecified)	-8	-6%[7.66 µM]	i	-1%	7%	10%	7%	i	27%
CCC(C)(C(=O)NC1CCCCC1)N(Cc1cccs1)C(=O)CC1NC(=O)NC1=O (stereo unspecified)	4	-17%	3%	0%	/	2%	19%	i	1%
Cn1cc(CNC(=O)c2sc3cccc(Cl)c3c2Cl)cn1	22	3%	i	?	28%	13%	18%	i	18%
CCOC(=O)C1/C(=N\O)CC(C)(O)C(C(=O)OCC)C1c1ccc(N(C)C)cc1 (stereo unspecified)	0	16%	-2%[57.5 µM]	-2%	-17%	-2%	15%	i	10%
Cc1cc(C)c2c(c1)C(=O)/C(=C/c1ccc(C(=O)O)cc1)CC2	-4	?	-34%[inhibitor]	12%	-16%	?	-2%	i	8%
Oc1cccc2c(-c3nn[nH]n3)ccnc12	/	/	i	-4%	-21%	/	/	/	-2%
Cc1ccccc1[C@@]1(C)ON(c2ccccc2C(F)(F)F)C1=O	-1	11µM*	-33%[inhibitor]	-2%	-14%	14%	11%	i	-13%
CC(=O)N1CCc2cc(S(=O)(=O)Nc3cccc(C(F)(F)F)c3)ccc21	-17	?	-24%	8%	20%	-1%	-12%	i	5%
CCOc1ccc(CNC(=O)C(C)n2ncn3cccc3c2=O)cc1 (stereo unspecified)	/	19%	i	/	-11%	/	-9%	/	-12%
Cc1ccccc1Nc1nc(N)nc(COc2ccc(C#N)cc2)n1	-17	77%[activator]	-50%[inhibitor]	22%	2%	-3%	-8%	i	0%
C=CCn1c(C)cc(C(=O)CSc2nnc(NC(C)C)s2)c1C	-2	0%	i	5%	19%	-10%	22%	i	16%
COc1cccc(C2=NOC(C(=O)NCCN3CCOCC3)C2)c1 (stereo unspecified)	-23	9%	i	-8%	19%	-3%	0%	i	-22%
O=C(Cn1c(=O)ccc2cc(S(=O)(=O)N3CCCC3)ccc21)NCc1ccc(F)cc1	/	-9%	i	-4%	-2%	-1%	11%	/	-2%
COc1ccccc1C(=O)NCC(=O)OC(C)C(=O)N1CCOCC1 (stereo unspecified)	14	-6%	-23%	28%	-3%	3%	12%	i	11%
COc1ccc(NC(=O)CSc2ccc3nnc(CCNC(=O)c4ccccc4)n3n2)cc1	4	3%	i	-4%	2%	-3%	6%	i	7%
Cc1ccc(S(=O)(=O)N2CCCCC2)cc1NC(=O)Cn1cc(C(F)(F)F)ccc1=O	-13	?	-24%	10%	3%	-2%	0%	i	-1%
CCCN1C(=S)SC(C)(C)C1/[N+]([O-])=C/c1ccc(S(=O)(=O)NC)cc1 (stereo unspecified)	-21	-8%	3%	5%	-1%	-1%	-19%	i	3%
Cn1cnc([N+](=O)[O-])c1SCC(O)CCl (stereo unspecified)	21	17%	i	7%	4%	3%	-8%[0.397 µM]	i	-4%
O=C(O)C1Cn2c(nc3c(c2=O)C2(CCCC2)Cc2ccccc2-3)S1 (stereo unspecified)	3	-10%	-55%[inhibitor]	1%	12%	-1%	-8%	i	-5%
CCNC(=S)NNC(=O)c1cc(-c2cc(C)ccc2C)nc2ccccc12	23	-10%	-39%[inhibitor]	5%	?	5%	10%	i	9%
O=C1COc2ccc(-c3n[nH]c(=O)c4ccccc34)cc2N1	9	32%[activator]	-10%	10%	9%	3%	-9%	i	-14%
COc1ccc(-c2cc(C(F)(F)F)nc(S(=O)(=O)CCCC(=O)Nc3cccc(O)c3)n2)cc1OC	-53*	?	-24%&-36%	-4%	23%&26%	-3%&-12%	-6%&22%	i	-19%&-6%
O=C(Nc1ccon1)c1ccccc1F	-14	1%	i	-2%	12%	0%	-18%	i	10%
Cc1ccc(CCNC(=O)c2c(C)oc3ncn(CC(C)C)c(=O)c23)cc1	/	-14%	i	/	24%	/	15%	/	-12%
CC1CCCN(C(=O)CSc2nnc(-c3ccncc3)n2C)C1 (stereo unspecified)	3	3%	i	1%	-28%	0%	4%	i	-10%
COC1CCN(Cc2c(C(=O)N3CCN(C4CCCCC4)CC3)nc3ccccn23)CC1	6	27%	-22%	1%	-16%	-1%	-4%	i	3%
CNC1CCc2cc(OC)c(OC)c(OC)c2-c2ccc(SC)c(=O)cc21 (stereo unspecified)	-8	-37%	-6%	28%	/	-6%	6%	i	12%
CN(C)S(=O)(=O)c1cccc(-c2nnc(SCc3cc(Cl)cc4c3OCOC4)n2N)c1	-2	-8%	-35%[inhibitor][57.5 µM]	-3%	18%	-12%	-3%	i	7%
Cc1ccccc1OCCOC(=O)c1cc(S(=O)(=O)N2CCOCC2)ccc1C	24	1%	-7%	24%	-11%	-2%	27%	i	-7%
COc1ccc(Cn2c(C(=O)O)c(CNCc3ccco3)c3ccc(C)cc32)cc1	/	-11%	i	/	37%	/	15%	/	1%
c1ccc(CSc2ccc(-c3ccccn3)nn2)nc1	4	?	-14%	4%	1%	2%	8%	i	-82%[inhibitor]
O=[N+]([O-])c1ccccc1Oc1ccc(C(F)(F)F)cn1	-4	11%	-6%	16%	0%	-2%	-9%	i	5%
CN(CC(=O)Nc1ccccc1Cl)C(=O)c1ccc(COc2ccccc2)cc1	-9	?	-37%[inhibitor]	19%	33%	6%	?	i	-6%
N#Cc1cc2c(nc1Cl)CCC2	15	7%	-9%	-5%	-8%	10%	16%	i	3%
CCn1cc(C(=O)N2CCCCC2)c(=O)c2cc(S(=O)(=O)N3CCC(C)CC3)ccc21	23	0%	-16%[57.5 µM]	-8%	22%	0%	0%	i	12%
CCCCCCCCN=C1NC(=O)CS1	-12	0%	i	6%	12%	-1%	0%	i	?
CC(=O)CC(C)(C)Nc1nc2cc([N+](=O)[O-])ccc2o1	0	-6%	i	5%	-8%	-2%	11%	i	5%
CCOC(=O)c1c(NC(=O)COC(=O)c2ccccn2)sc2c1CCC2	0	20%	i	-5%	/	11%	25%	i	1%
CC(=O)Nc1ccc(NC(=O)C2(c3cccs3)CCOCC2)cc1	/	16%	?	/	7%	/	3%	/	-16%
Cn1c(N)c(N2CCCCC2)c(=O)n(CC(=O)Nc2cccc(C#N)c2)c1=O	21	8%	i	-1%	5%	-9%	14%	i	8%
Cc1c(NC(=O)CSc2n[nH]c(-c3ccccc3)n2)c(=O)n(-c2ccccc2)n1C	-10	2%	i	-1%	9%	3%	-8%	i	14%
(further entries)
SMILES	D3 antag	GLP-1R inv ag	PTHR1 agonist	GLP-1R agonist	FUS suppressor	aSyn yeast inh	TDP43 rescue	Akt phos inh	Abeta yeast res
COc1ccc(OC)c(NC(=O)c2ccccc2SC)c1	-6	0%	i	?	16%	-1%	10%	i	12%
CC1(C(=O)NS(=O)(=O)c2cccs2)CCN1C(=O)c1ccccc1 (stereo unspecified)	5	21%	-18%	1%	1%	-1%	22%	i	-4%
CCCCN(CCCC)CCNC(=O)c1ccc2nc(-c3ccccc3NC(C)=O)c(=O)[nH]c2c1	0	1%	i	7%	0%	-5%	2%	i	-1%
Fc1ccc(CNC(=S)Nc2cccc(C(F)(F)F)c2)cc1	-15	?	-22%	0%	-23%	-24%	?	i	9%
COc1cccc2nc3cc(C)c(C)cc3nc12	10	?	-43%[inhibitor]	-4%	-11%	-47%[inhibitor]	-66%[inhibitor]	i	-65%[inhibitor]
CC1CCN(S(=O)(=O)c2cc(Br)cc(C(=O)NC3=NCCS3)c2)CC1	-6	0%	-11%[57.5 µM]	0%	9%	-10%	?	i	-9%
CC1CCCC(C)N1C(=O)COC(=O)c1cc([N+](=O)[O-])ccc1N1CCOCC1 (stereo unspecified)	12	26%	i	12%	6%	7%	9%	i	26%
O=C1NC(=S)S/C1=C\c1cc(Cl)cc(Cl)c1O	-27	?	-44%[inhibitor]	-3%	/	-73%[inhibitor]	-93%[inhibitor]	i	-82%[inhibitor]
O=c1[nH]c(=S)[nH]cc1Oc1ccc(Cl)cc1	-6	0%	i	0%	/	4%	-4%	i	-12%

Some of the compounds tested; rates above refer to the full screens.
